# procasp3 activ: activates human procaspase-3 | activation, % at 8.5 µM | recombinant procaspase-3 D3A, Ac-DEVD-pNA absorbance 405 nm | 0.11% of 330,000 active;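 active means activation above the mean of all tested compounds plus 3 SD, cut at about 21% in these data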;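 further: 0% = DMSO alone and 100% = DMSO wells spiked with extra 5 µM PC-3 D3A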
#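 assay system = Procaspase-3 D3A mutant | signal = absorbance at 405 nm, 0 and 120 min | times = 1 h preincubation plus 2 h reaction at 25 °C | repeats = single replicate | read-out = % activation between DMSO and enzyme-spiked controls | medium = Zinc-free HEPES saline buffer with Triton X-100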
# RPL19A-GFP yeast: yeast TOR pathway RPL19A-GFP modulation; 0.3% of 330,000 active; percent response vs DMSO, % at 10 µM; S. cerevisiae RPL19A-GFP strain, flow cytometry, 3 h; stronger effect = lower value;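 active means percent response vs DMSO below 50%; inconclusive means fewer than 70 events counted for the yeast strain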;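 further: median channel GFP fluorescence of the barcoded RPL19A-GFP strain; ratio of sample median GFP to plate DMSO average so 100% = DMSO; lower means less RPL19A-GFP as with rapamycin TOR inhibition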
# ZTA counter: blocks Epstein-Barr virus ZTA, an EBNA-1 counter-screen | 0.15% of 320,000 active | P03206 | ZTA-DNA binding, fluorescence polarization | inhibition, % at 11 µM; in the data active means inhibition above about 33%
# LAP4-GFP MLPCN: yeast TOR pathway LAP4-GFP modulation; 0.34% of 320,000 active; S. cerevisiae LAP4-GFP multiplex, flow cytometry GFP, 3 h; median GFP as percent of DMSO wells; AID 2023; GFP response vs DMSO, % at 10 µM;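 active means GFP response vs DMSO above a set limit, about the screen mean plus 3 SD, cut at about 150% in these data; inconclusive means under 70 cell events counted for the yeast strain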
# MEP2 TOR yeast: alters MEP2-GFP fluorescence in TOR pathway yeast screen; S. cerevisiae MEP2-GFP strain, flow cytometry GFP, 3 h; 100% = DMSO control level; GFP response vs DMSO, % at 10 µM; 0.51% of 330,000 active;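 active means GFP response versus DMSO above a set limit, roughly screen mean plus 3 SD, cut at about 180% in these data; inconclusive means fewer than 70 cells counted for a yeast strain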;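 further: median GFP fluorescence of the barcode-gated MEP2-GFP cells per well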
# proCasp7 act: counter-screen: procaspase-7 (human) activation. recombinant procaspase-7, Ac-DEVD-pNA absorbance 405 nm; D23A/D198A/D206A triple mutant, cannot self-cleave; scale: DMSO 0, 5 µM enzyme 100. activation, % at 8.5 µM. 0.093% of 330,000 active. AID 463210;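 active means percent activation above the screen-wide mean plus 3 SD, cut at about 25% in these data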
#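 Test system: Procaspase-7 triple mutant (PC-7 D3A). Also added: Ac-DEVD-pNA substrate, 400 µM as added. Schedule: 1 h enzyme–compound preincubation and 2 h substrate reaction, both 25 °C. Signal: p-Nitroaniline absorbance at 405 nm, read at 0 and 120 min. Control set: low DMSO alone, high DMSO plus 5 µM PC-7.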
# EBNA-1 inh: blocks EBNA-1 binding to DNA; EBNA-1 DNA binding, fluorescence polarization; inhibition, % at 14.8 µM; 0.34% of 300,000 active; AID 1950; in the data active means inhibition above about 28%
# AHR activator: human AHR activation. P35869. AHR-responsive luciferase reporter cells, luminescence. activation, % at 5 µM. 2.5% of 320,000 active. AID 2796; in the data active means activation above about 47%;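 further: 0% = vehicle wells and 100% = reference agonist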
# * hit, by the source's call; u = inconclusive; x = not tested or not shown; & = joins results of further samples; [ ] = remark or other dose.
canonical_smiles,EBNA-1 inh,MEP2 TOR yeast,LAP4-GFP MLPCN,RPL19A-GFP yeast,AHR activator,proCasp7 act,procasp3 activ,ZTA counter
C=CCN1C(=O)CSc2ccc(C(=O)N3CCC4(CC3)OCCO4)cc21,5,109,109,107,0,-6,-6,20
CCCCNC(=O)CN1C(=O)CN=C(c2ccccc2)c2ccccc21,-4,96,104,95,2,-4,4,-9
O=c1[nH]c(O)c(C=Nc2ccc(F)c(Cl)c2)c(=O)[nH]1,-2,94,95,98,0,-6,-11,18
CC(C)CCN1CCN(Cc2c(F)cccc2Cl)CC1CCO (configuration not stated),10,108,100,105,4,6,1,1
O=C(/C=C/c1ccccc1)NCCc1cnc[nH]1,-7,108,99,96,2,-4,-6,-15
COC(=O)C1=C(c2cc3ccccc3s2)C[C@@H]2CC[C@H]1N2C(=O)NCc1ccc(F)cc1,7,88,129,96,-3,-2,-10,-2
C[C@]12CCC3C(CC[C@H]4C[C@@H](O)CC[C@]34C)C1C/C(=N/O)[C@@H]2O (some centres not stated),x,89,89,96,0,4,-3,x
CCOC(=O)C1SC2(C(F)(F)C(F)F)CC1(O)c1c(c(OC)c3occc3c1OC)O2 (configuration not stated),-4,107,100,100,20,-3,9,1
COc1ccccc1N1C(=O)CC(=O)NC1=O,-15,105,107,106,2,-5,-4,-2
COc1ccc(CN2C(=O)NC(=O)/C(=C/c3ccc(OC)c(OC)c3OC)C2=O)cc1,16,105,107,101,-2,-13,-20,4
O=C1NC(=O)N(c2cccc(F)c2)C(=O)/C1=C/c1ccc(N2CCOCC2)cc1,-8,105,105,95,-1,-3,-2,-15
COC(=O)CCCCC1SCC(NC(=O)c2ccccc2)C1Cl (configuration not stated),-2,93,97,97,2,1,1,11

# Some of these compounds in order of SMILES length, rising.
canonical_smiles,EBNA-1 inh,MEP2 TOR yeast,LAP4-GFP MLPCN,RPL19A-GFP yeast,AHR activator,proCasp7 act,procasp3 activ,ZTA counter
CC(C)CCN1CCN(Cc2c(F)cccc2Cl)CC1CCO (configuration not stated),10,108,100,105,4,6,1,1
O=C1NC(=O)N(c2cccc(F)c2)C(=O)/C1=C/c1ccc(N2CCOCC2)cc1,-8,105,105,95,-1,-3,-2,-15
CCOC(=O)C1SC2(C(F)(F)C(F)F)CC1(O)c1c(c(OC)c3occc3c1OC)O2 (configuration not stated),-4,107,100,100,20,-3,9,1

# (list continues)
canonical_smiles,EBNA-1 inh,MEP2 TOR yeast,LAP4-GFP MLPCN,RPL19A-GFP yeast,AHR activator,proCasp7 act,procasp3 activ,ZTA counter
CCN(CC)CCN=Cc1c(O)n(Cc2ccccc2)c(=O)[nH]c1=O,9&7,96&76,94&87,97&96,0&-1,3&0,1&5,-2&-14
Oc1ccc(CC2(N3CCCC3)CCCCC2)cc1,-5,104,92,102,3,-11,8,0
O=C(NCCCN1CCOCC1)C(Cl)(Cl)Cl,-14,103,92,100,0,1,2,4
COC(=O)C1=C(c2ccccc2)C[C@@H]2CC[C@H]1N2C(=O)NC1CC1,3,103,99,103,0,3,10,5
CC(=O)OCC(=O)[C@H]1CC[C@H]2[C@@H]3CC[C@H]4C[C@H](O)CC[C@]4(C)[C@H]3C(=O)C[C@]12C,10,97,129,100,0,3,6,15
CN(C(=O)COC(=O)c1cn(C)c2ccccc12)C1CCCCC1,x,97,95,94,4,2,1,4
CC1CCN(c2cc(Br)c([N+](=O)[O-])cc2F)CC1,-3,96,126,95,1,8,-4,-13
COP(=O)(OC)/C(C=O)=N/Nc1ccc([N+](=O)[O-])cc1,-3,100,86,102,5,-9,3,3
COCCN1Cc2cc(=O)n3c([nH]c4ccccc43)c2C1=N,-2,94,95,94,11,18,3,-4
CCCCNC(=O)c1c(N)n(Cc2ccc3c(c2)OCO3)c2nc3ccccc3nc12,10,103,88,93,3,-27,-8,8
CP(=O)(O)CCCN,12,96,92,88,0,-1,7,16
CCN1C(=O)c2ccccc2Sc2ccc(C(=O)N3CCC4(CC3)OCCO4)cc21,1,106,109,102,1,5,-2,-16

# Profiles as entered above. Screens in order: EBNA-1 inh, MEP2 TOR yeast, LAP4-GFP MLPCN, RPL19A-GFP yeast, AHR activator, proCasp7 act, procasp3 activ, ZTA counter
# Shown for COP(=O)(OC)/C(C=O)=N/Nc1ccc([N+](=O)[O-])cc1 : -3, 100, 86, 102, 5, -9, 3, 3
# Shown for CCN1C(=O)c2ccccc2Sc2ccc(C(=O)N3CCC4(CC3)OCCO4)cc21 : 1, 106, 109, 102, 1, 5, -2, -16

# The list goes on.
canonical_smiles,EBNA-1 inh,MEP2 TOR yeast,LAP4-GFP MLPCN,RPL19A-GFP yeast,AHR activator,proCasp7 act,procasp3 activ,ZTA counter
Cc1cc(N2CCNCC2)nc2ccccc12,-1,101,101,102,1,1,1,10
CCCCc1nc(N2CCNCC2)c(C#N)c2c1CSC(C)(C)C2,1,97,97,96,1,-5,2,3
COc1ccc(C(=O)c2nc3ccccc3n2C(C)C)cc1OC,2,101,96,101,4,14,-1,-7
Cc1ccc(Oc2cc(NN3CCCCC3)c([N+](=O)[O-])cc2[N+](=O)[O-])c([N+](=O)[O-])c1,-3,86,111,99,0,6,2,6
CCCC[N+]1(C)C2CC(OC(=O)C(CO)c3ccccc3)CC1C1OC12 (configuration not stated),-6,92,110,99,-4,5,-1,13
O=C(O)C(Br)CBr (configuration not stated),x,94,109,106,0,2,14,-10
C/C(CC(c1ccccc1)c1c(O)c2ccccc2oc1=O)=N\NC(N)=S (configuration not stated),8,98,98,99,12,-10,0,3
O=c1[nH]c(=S)n(Cc2ccc(F)cc2)c(O)c1/C=N/N1CCCCCC1,4,112,102,101,4,-22,-22,9
Brc1cc2c(cc1CN1CCN(c3ccccc3)CC1)OCCO2,14,94,89,91,-2,15,3,-18
CC(C)N(CCC(C(N)=O)(c1ccccc1)c1ccccn1)C(C)C (configuration not stated),10,94&99,111&88,106&100,-3&-2,0&11,6&15,-3
Cc1ccc(/C=C2/C(=O)NC(=O)N(C)C2=O)cc1,11,94,96,97,-2,1,-7,10
CC(N=Cc1c(O)[nH]c(=O)[nH]c1=O)c1ccccc1 (configuration not stated),12,90,75,86,0,-7,-3,8
O=P(Oc1ccccc1)(Oc1ccccc1)C(Nc1ccccc1)c1ccccc1 (configuration not stated),8,106,80,106,1,3,12,-2
CC/C(=C\C=C\[C@@H]1C=C[C@@H]2CCC[C@H]2[C@@H]1C(=O)c1ccc[nH]1)[C@@H]1O[C@@H]([C@@H](C)C(=O)O)CC[C@@H]1C,20,103,91,103,3,7,5,21
C[C@]12CCC(=O)C=C1CC[C@@H]1[C@@H]2C(=O)C[C@]2(C)C(=O)CC[C@@H]12,-5,95,110,97,-4,3,0,0
CN1CCN(c2ccc([N+](=O)[O-])c(N/N=C3\CN4CCC3CC4)c2)CC1,11,101,99,96,3,-6,-21,10
CCN1CCN(Cc2cccnc2)CC1,3,93,83,98,1,6,-3,-8
COc1cccc(C(=O)C2CCCN(C3CCOCC3)C2)c1 (configuration not stated),2,106,97,110,2,1,1,-13
Nc1c(C(=O)NCc2ccco2)c2nc3ccccc3nc2n1Cc1ccccc1,10,107,98,102,4,46*,-2,-1
COc1cc(CNCCc2c[nH]c3ccccc23)cc(OC)c1,-14,110,91,109,11,-1,-6,-4
Cc1ccc2c(c1)=NC(=O)/C(=C/c1c(O)[nH]c(=O)[nH]c1=O)C=2,-3,103,107,96,2,-22,-4,5
NC(Cc1cc(O)c(O)cc1O)C(=O)O (configuration not stated),90*,103,118,100,-1,-8,0,49*
CCCCNC(=O)Nc1ccc(C(O)(C(=O)OC)C(F)(F)F)cc1 (configuration not stated),2,103,98,98,-1,-1,2,-7
Cc1cc(=O)oc2c(C)c(OCC(=O)N3C[C@H]4C[C@@H](C3)c3cccc(=O)n3C4)ccc12,1,114,109,102,0,-2,4,10
N#Cc1ccc(NC(=O)CN2C(=O)NC3(CCCCCCC3)C2=O)cc1Cl,x,100,101,98,-3,3,11,-9
COc1ccc(CN2CCCCC2c2cccnc2)cc1C (configuration not stated),7,102,102,100,1,1,15,-1
C=CCn1c(O)c(C=NC2CCN(Cc3ccccc3)CC2)c(=O)[nH]c1=O,-1,94,97,96,1,6,6,6
CC(Cc1ccccc1)NC(=O)CN1CCCC1=O (configuration not stated),14,105,100,110,-2,-7,-1,17
O=C(C(Cc1ccccc1)NS(=O)(=O)c1ccc(F)cc1)N1CCC2(CC1)OCCO2 (configuration not stated),-13,82[may fluoresce violet],u,87[may fluoresce violet],5,-3,-7,8
CCC1=Nc2cc(C(=O)N3CCC4(CC3)OCCO4)ccc2Sc2ccccc21,7,101,99,100,3,8,2,8
COC(=O)C1=C(c2cc3ccccc3s2)C[C@@H]2CC[C@H]1N2C(=O)NCCCOC(C)C,0,89,110,104,-1,-6,9,8
CN(C)c1nc(-c2ccccc2)[n+](C)s1,2,91,92,95,4,-21,-20,-2
CCOC(=O)[C@@H]1[C@H]2COc3ccc(Br)cc3[C@H]2N2C(=O)N(c3cccc(C)c3)C(=O)[C@]12C,x,100,104,95,1,3,-1,x
Cc1ccc2c(c1)C1CN(C)CCC1N2C(=O)c1cccnc1Cl (configuration not stated),9,100,102,100,11,3,5,-1
Cc1sc2c(c1C)C(c1ccc(C(C)(C)C)cc1)=NCC(=O)N2CC(=O)Nc1nccs1,10,98,87,96,0,2,5,-7
O=C(CN1CCCCC1)c1ccccc1F,10,96,94,97,-1,-1,-1,7
NCCc1nc2ccccc2s1,-7,98,110,97,8,2,6,-6
COC(=O)C1=C(c2cccc(OC)c2OC)C[C@@H]2CC[C@H]1N2C(=O)NCc1ccc(C(F)(F)F)cc1,9,98,90,97,1,-3,2,4
CC1CCCN(CC(=O)c2ccc(Cl)c(Cl)c2)C1 (configuration not stated),0,104,99,104,2,-3,-6,2
CC[C@H]1CC2CN3CCc4c([nH]c5cc(OC)ccc45)[C@](C(=O)OC)(C2)[C@H]13,3,106,105,98,1,-9,10,12
Clc1ccc2sc(C3CCNCC3)nc2c1,2,106,100,99,4,3,-3,16
CC(c1ccc(F)cc1)n1cc(C(=O)NCc2ccc3c(c2)OCO3)nn1 (configuration not stated),-8,95,98,99,2,-3,3,-15
O=C1NC(=O)N(CCc2ccc(F)cc2)C(=O)/C1=C/c1ccco1,8,97,182*,95,2,-23,-1,10
NC(N)=N/N=C/c1ccc(N(c2ccccc2)c2ccccc2)cc1,-4,209*[may fluoresce violet],81[may fluoresce violet],56[may fluoresce violet],3,-14,-4,13
CC(C)CN1CCN(Cc2cccc3c2OCO3)CC1CCO (configuration not stated),4,107,101,106,4,1,-2,1
CC(C)CCOC(=O)c1c(N)n(CC2CCCO2)c2nc3ccccc3nc12 (configuration not stated),5,105,99,96,29,5,6,-2
CCN(CC)C(=O)c1ccc(NC(=O)c2cc(-n3cnnc3)ccc2Cl)cc1,6,101,93,104,7,-11,-3,-2
CCCCCCn1c(=O)c(C(=O)Nc2ncccc2C)c(O)c2ccccc21,0,101,112,100,17,1,6,-1
CCN1C[C@]2(COC)CC[C@H](O)[C@]34C1[C@](O)([C@@H](OC)[C@H]23)[C@@]1(O)C[C@H](OC)[C@H]2C[C@@H]4[C@@H]1[C@H]2OC,0,101,98,101,-2,1,3,2
CCOC(=O)C1=C(C)OC(N)=C(C(=O)OCC)[C@@]12C(=O)N(CC(N)=O)c1ccccc12,6,100,100,99,8,7,7,-10

# Some of the compounds tested, so the mix of outcomes need not match the whole.
